Y pestis TopoI = inhibitors of Yersinia pestis topoisomerase I. actives 0.064% (n = 360,000). Y. pestis Topo-I cleavage product accumulation, plate reader. activity, % at 10 µM; in the data active = activity above about 50%, passing the limit was not always enough; inconclusive = no clear call, values can overlap the other calls; note: inactives centre near 2
Anthrax LF inh2 = blocks Bacillus anthracis lethal factor protease; P15917; multiplex microsphere protease cleavage assay, LF; inhibition, % at 10 µM; actives 0.12% (n = 360,000); AID 588501; note: plate controls were buffer without enzyme for full effect and enzyme alone for no effect
Target sequence (P15917 whole entry, looked up): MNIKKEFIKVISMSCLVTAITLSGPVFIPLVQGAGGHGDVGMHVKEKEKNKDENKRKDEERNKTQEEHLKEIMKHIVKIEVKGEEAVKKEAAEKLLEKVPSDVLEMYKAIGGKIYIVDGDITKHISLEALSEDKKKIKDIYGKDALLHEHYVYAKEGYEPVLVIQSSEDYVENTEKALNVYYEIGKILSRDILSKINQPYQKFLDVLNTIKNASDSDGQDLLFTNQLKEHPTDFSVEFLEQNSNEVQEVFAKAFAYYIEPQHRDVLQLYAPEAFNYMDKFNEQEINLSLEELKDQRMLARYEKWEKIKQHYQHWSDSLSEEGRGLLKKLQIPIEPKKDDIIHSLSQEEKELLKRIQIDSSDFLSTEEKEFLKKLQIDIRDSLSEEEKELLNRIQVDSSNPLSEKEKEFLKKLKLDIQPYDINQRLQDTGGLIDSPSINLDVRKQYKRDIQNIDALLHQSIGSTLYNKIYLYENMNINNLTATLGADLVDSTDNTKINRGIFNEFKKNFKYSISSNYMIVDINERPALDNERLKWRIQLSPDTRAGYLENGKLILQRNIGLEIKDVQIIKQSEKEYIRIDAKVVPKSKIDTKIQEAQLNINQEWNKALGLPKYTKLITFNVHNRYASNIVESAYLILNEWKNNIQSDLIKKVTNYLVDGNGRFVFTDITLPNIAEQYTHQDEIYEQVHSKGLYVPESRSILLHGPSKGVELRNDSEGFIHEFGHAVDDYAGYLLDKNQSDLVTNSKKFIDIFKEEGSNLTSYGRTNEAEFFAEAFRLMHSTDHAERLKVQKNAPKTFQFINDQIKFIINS
SSB-PriA inh = K. pneumoniae PriA-SSBct interaction inhibition | actives 0.6% (n = 430,000) | AlphaScreen SSBct-PriA binding, biotinylated peptide | inhibition, % at 33 µM; in the data active = inhibition mostly above about 37%, no sharp cut-off; inactive = mostly below about 20%;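 note: plate controls were negative control peptide for no effect and reference peptide for full effect; strong numbers were not always called active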
3CLpro inhibitor = SARS-CoV 3CLpro protease inhibition | AID 1706 | recombinant SARS-CoV 3CLpro, quenched FRET peptide cleavage | P0C6X7 | actives 0.14% (n = 290,000) | inhibition, % at 6 µM; in the data active = inhibition above about 12%
PrPC TRFRET = reduces human prion protein on the cell surface; cell surface PrPC, TR-FRET read-out; inhibition, % at 13.8 µM; actives 0.43% (n = 370,000); in the data active = inhibition above about 24%; note: 0% = median of the test wells and 100% = reference compound wells
Vc quorum ag = quorum light induction in luxS cqsA deficient V. cholerae. V. cholerae BH1578 lux reporter, luminescence, 6 h. activation, % at 18.7 µM. actives 0.16% (n = 350,000). AID 588436; in the data active = activation mostly above about 9.7%, no sharp cut-off; inconclusive = no clear call, values can overlap the other calls; inactive = mostly below about 3.7%; note: not every result past the cut was called active; inactives centre near 0; reference of the scale not given here
TcdB GH inh = blocks C. difficile toxin B glycohydrolase activity. TcdB glycohydrolase enzymatic assay, plate reader. inhibition, % at 9.99 µM. actives 0.24% (n = 350,000); in the data active = inhibition above about 10%
PfHsp40 yeast = restores yeast growth despite PfHsp40 toxicity | S. cerevisiae expressing PfHsp40, growth rescue, ATP luminescence | growth rescue, % at 12.5 µM | actives 0.68% (n = 340,000); in the data active = growth rescue above about 28%, passing the limit was not always enough; inconclusive = no clear call, values can overlap the other calls;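 note: yeast W303a lacking pdr1 and pdr3 grown in galactose medium; growth measured after three days at 30 °C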
BoNT A protease = inhibitors of Botulinum neurotoxin A light chain protease; AID 588499; multiplex microsphere protease substrate cleavage, flow cytometry; actives 0.17% (n = 360,000); inhibition, % at 10 µM; note: plate controls were buffer without enzyme for full effect and enzyme alone for no effect
Active calls of the source: *; i = inactive; ? = inconclusive; nt = not tested or not shown; & = joins results of further samples. Cut-off read from the data, not from the text of the source, unless noted: active = inhibition above about 30%; inconclusive = no clear call, values can overlap the other calls; inactive = below that. The list is partial (hit frequency here may not be typical).

SMILES	Y pestis TopoI	Anthrax LF inh2	SSB-PriA inh	3CLpro inhibitor	PrPC TRFRET	Vc quorum ag	TcdB GH inh	PfHsp40 yeast	BoNT A protease
COc1ccc(O)c(/C=N/N2CCCCC2)c1	-4	-8	nt	-6	6	i	0.6	0.0	-2.3
O=C(O)c1ccc2cccnc2n1	-1	0	-1	9	0	-5.6	nt	-0.8	0.4
Cc1ccc(NS(=O)(=O)c2cccc(C(=O)N3CCCCCCC3)c2)cc1	-1	-3	-1	nt	11	i	-0.1	nt	0.1
Nc1nnnn1/N=C/c1ccccn1	-8	-7	nt	-4	1	-0.1	2.3	0.8	4.7
COc1ccc(-n2c(Cc3cccs3)nnc2SCC(=O)Nc2ccc3c(c2)OCCO3)cc1	21	0	-12	4	6	-0.3	nt	0.5	0.2
CC(CC(=O)Nc1nncs1)c1ccccc1 (stereo unspecified)	-3	-2	-11	-3	1	i	nt	-2.0	-1.5
O=C(NC1CC2CCCC(C1)N2CC(=O)N1CCCc2ccccc21)C1CCCCC1 (stereo unspecified)	10	0	4	0	-3	4.3	nt	-0.3	-0.2
Cc1cc(C(=O)CN(Cc2ccc(F)cc2)S(=O)(=O)c2ccc3c(c2)OCCO3)c(C)n1C	6	-3	0	-1	5	0.1	nt	0.1	?
COc1ccccc1Oc1ccc(N/C=C/C(=O)C(C)(C)C)cc1	-8	-2	4	-1	-7	0.0	1.0	1.3	-0.3
COc1ccccc1/C=C/CN1CCC(Oc2ccc(C(=O)N3CCCCC3)cc2)CC1	30	-2	9	5	-15	i	1.5	0.8	-1.5

Next part (3 carried over from the part before).
SMILES	Y pestis TopoI	Anthrax LF inh2	SSB-PriA inh	3CLpro inhibitor	PrPC TRFRET	Vc quorum ag	TcdB GH inh	PfHsp40 yeast	BoNT A protease
Cc1cc(C(=O)CN(Cc2ccc(F)cc2)S(=O)(=O)c2ccc3c(c2)OCCO3)c(C)n1C	6	-3	0	-1	5	0.1	nt	0.1	?
COc1ccccc1Oc1ccc(N/C=C/C(=O)C(C)(C)C)cc1	-8	-2	4	-1	-7	0.0	1.0	1.3	-0.3
COc1ccccc1/C=C/CN1CCC(Oc2ccc(C(=O)N3CCCCC3)cc2)CC1	30	-2	9	5	-15	i	1.5	0.8	-1.5
CN(C(=O)C1CCCC1)C1CCS(=O)(=O)C1 (stereo unspecified)	5	nt	-7	nt	5	i	1.4	-0.4	nt
COc1ccc(NC(=O)CN2CCN(CC(=O)Nc3ccccc3OC)CC2)c(OC)c1	5	2	-10	-4	4	-0.6	0.4	-0.7	-4.9
NC(=O)c1ccc(NC(=O)COC(=O)c2cc(S(=O)(=O)N3CCOCC3)ccc2N2CCCCC2)cc1	14	7	-3	-1	5	-0.8	-1.1	0.2	0.1
CC(C)C[C@H]1CN(CCCC[C@@H]2CNC(=O)C(=O)N2Cc2ccccc2)C(=O)C(=O)N1CC1CCCCC1	nt	-6	nt	nt	10	nt	0.9	nt	-0.9
COc1ccc(NC(=O)Nc2c(C)n(C)n(-c3ccccc3)c2=O)cc1OC	-9	-1	2	-4	-3	i	0.4	-0.2	1.6
CN1C(=O)C(Cc2ccsc2)C(=O)N(C)C1=O	-3	-5	-3	6	-9	-2.8	nt	1.0	-0.4
CCc1nnc(NC(=O)c2ccc(Cl)c(S(=O)(=O)N3CCc4ccccc43)c2)s1	25	0	-12	7	1	-0.6	nt	1.0	-0.5
COC(=O)c1ccc(N2CCN(S(=O)(=O)c3ccccc3)CC2)c([N+](=O)[O-])c1	16	-3	4	4	-12	-0.3	nt	1.6	0.5
Cc1onc(-c2ccccc2)c1C(=O)NC(=S)NNC(=O)c1ccco1	0	-5	0	1	2	0.6	2.4	50*	-0.4
O=c1cc(CO)oc(C(Nc2ccccn2)c2ccc(F)cc2)c1O (stereo unspecified)	5	-5	-16	5	-2	i	nt	1.8	0.8
CC(=O)C1=C(O)C(=Cc2ccccc2)OC1=O	-2	-4	nt	nt	5	i	0.5	nt	-0.4
CCOc1ccc(NC(=S)NCc2nc3ccccc3[nH]2)cc1	1	-1	1	-3	-26	-0.2	0.4	0.9	0.9
O=C(NC1CC1)c1ccc2sc([C@@H]3O[C@H](CO)[C@H](O)[C@H](O)[C@H]3O)nc2c1	-5	-6	nt	nt	-9	i	-0.8	nt	-0.6
CCCC(c1nnnn1CCc1ccccc1)N1CCN(C(=O)c2ccco2)CC1 (stereo unspecified)	7	-1	-5	-3	2	i	nt	0.5	-2.3
COc1ccc(C(=O)Nc2cccc3nc(C)ccc23)c(OC)c1	2	1	-2	6	-4	i	2.5	-1.3	0.3
O=C(Nc1ccc(S(=O)(=O)C(F)F)cc1)c1cccc(S(=O)(=O)N2CCOCC2)c1	-5	2	-5	0	29*	i	nt	-0.7	-5.6
Fc1cccc(-c2csc(-c3ccno3)n2)c1	-6	1	-23	0	-6	-0.3	-1.1	-0.7	0.7
COc1cc(C)ccc1Oc1nc(-c2ccccc2O)nc2ccccc12	6	-2	0	-2	-9	-0.5	1.8	-0.2	-0.7
CCCCCn1c(C(Cc2ccccc2)NC(C)=O)nc2ccccc21 (stereo unspecified)	33	3	-2&-14	2	9	-0.2	-0.1	-0.2	-0.4
COc1ccc(Cl)cc1C(=O)OCC(=O)NC(=O)c1cccn1C	0	0	-5	4	4	i	nt	1.2	0.1
O=[N+]([O-])c1ccc(N2CCN(S(=O)(=O)c3ccccc3)CC2)cc1N1CCc2ccccc2C1	-6	-1	-3	1	-8	-0.3	0.9	-0.2	-1.1
O=C(CSc1nc2ccccc2s1)Nc1cc(S(=O)(=O)N2CCOCC2)ccc1Cl	18	-1	-2	5	6	-1.8	nt	3.7	0.5
N#CCC(=O)Nc1ccc(C(=O)OCC(=O)N2CCCC2=O)cc1	-4	2	4	nt	-3	i	0.1	0.2	-1.8
O=C(CNC(=O)c1ccc2ccccc2c1)Nc1ncccc1O	3	-1	-8	nt	-10	i	1.6	0.4	-1.8
CCOC(=O)CSc1nc2cc3c(cc2cc1C#N)OCCO3	3	4	2	-1	0	i	0.6	2.5	1.2
CCN(CC(=O)Nc1c(F)cccc1F)C(=O)CCc1ccc(OC)cc1	2	-2	-8	1	-5	-0.6	1.2	-1.1	-1.6
COc1ccc(C2c3c(nc(C)[nH]c3=O)Oc3c2c(=O)oc2ccccc32)cc1 (stereo unspecified)	nt	nt	-3	0	-3	nt	1.2	nt	nt
COc1ccc(/C=C/C(=O)Nn2cnnc2)cc1	0	4	-7	0	-1	-0.3	nt	0.4	-0.9
CC(C)c1ccccc1NC(=S)NCc1ccncc1	-10	0	11	1	9	i	1.2	-0.4	-0.6
Cc1cc(Cl)c2oc(C(=O)NCC(C)(C)N3CCOCC3)c(C)c2c1	36	2	-4	5	4	-0.4	1.0	-0.2	0.8
CC(=O)N1Cc2cc(C(=O)NCC(F)(F)F)nc(-c3cccc(-c4cc5ccccc5o4)c3)c2[C@@H]1CCO	nt	-2	nt	nt	8	nt	-2.9	nt	-0.8
COc1ccc2c(c1)CCc1cnc(N)nc1-2	2	3	4	-4	-4	-0.2	-0.2	0.0	-0.4
CCCc1cc(=O)oc2cc(C)cc(OCC(=O)NCCCN3CCOCC3)c12	0	4	-4	0	-6	-0.6	0.5	-1.0	-2.4
CCN(C(=O)C1=COCCO1)c1nc2c(C)cccc2s1	7	nt	-10	nt	8	-2.1	5.5	0.1	nt
O=C(NCc1cn2ccccc2n1)c1ccc2c(c1)OCO2	0	-12	-18	-3	-4	i	nt	-0.3	-0.4
Cc1cc(C)cc(NC(=O)Cc2ccc(S(=O)(=O)N3CCCC3)s2)c1	18	-1	-9	nt	4	i	1.8	-2.2	-0.4
CCOCc1nnc(NC(=O)c2c(OC)cccc2OC)s1	6	2	0	8	11	i	nt	-0.2	0.5
Cc1ccc(C(=O)Nc2cccc(C(F)(F)F)c2)cc1NC(=O)c1cnnc2ccccc12	0&-1	-4&1	-11	nt	-5&-5	-0.3	0.5&-1.0	0.2	-0.6&-0.8
COC(=O)[C@H](CC(C)C)NC(=O)N1CCCCC1	-8	nt	-3	3	2	-0.9	-2.1	-1.0	nt
CC(NC(=O)c1ccco1)C(=O)Nc1nccs1 (stereo unspecified)	-4	0	-6	nt	5	-2.7	0.1	0.4	-0.3
CCN(CC(=O)Nc1ccccc1C(F)(F)F)C(=O)Cn1c(=O)cnc2ccccc21	3	nt	-16	nt	-5	0.9	1.1	0.5	nt
COc1ccc(C(=O)Nc2ccnn2C2CCN(C(=O)c3cccnc3)CC2)cc1	6	1	-5	-2	1	i	0.7	1.6	-0.1
CCc1nn(CC(=O)NCCC2=CCCCC2)c(=O)c2cc3cc(F)ccc3n12	16	0	8	5	-2	-0.2	-0.1	-0.1	2.0
CC(C)CCNC(=O)C1CC(=O)N(CCc2ccccc2)C1 (stereo unspecified)	-5	12	-14	2	3	-1.2	0.1	-0.8	-0.1
Cc1sc(NC(=O)CN2C(=O)NC3(CCCC3)C2=O)nc1-c1ccc(F)cc1	5	-5	5	nt	4	-2.3	2.2	-0.1	1.7
COc1ccccc1CNS(=O)(=O)c1ccc(N2CCCC2)cc1Br	11	-10	-3	nt	3	i	1.6	-0.6	-0.1
O=C(c1cnc2n(c1=O)CCS2)N1CCN(C(c2ccccc2)c2ccc(Cl)cc2)CC1 (stereo unspecified)	-7	-16	3	1	nt	-1.5	nt	0.5	-1.0
O=C(Oc1cc(Cl)cc(Cl)c1)c1cnc2n(c1=O)CCS2	3	1	-18	7	6	-0.7	-0.8	5.1	-5.3
CC(C)NC(=O)Nc1ccc2c(c1)C(=O)N([C@H](C)CO)C[C@H](C)[C@@H](CN(C)C(=O)NC(C)C)O2	8	-1	-14	nt	6	i	-1.8	1.0	-0.1
CCCCCC(=O)N(Cc1ccccc1)c1c(N)n(CCOC)c(=O)[nH]c1=O	6	-9	1	2	4	-0.5	1.6	0.5	-33
Later entries
SMILES	Y pestis TopoI	Anthrax LF inh2	SSB-PriA inh	3CLpro inhibitor	PrPC TRFRET	Vc quorum ag	TcdB GH inh	PfHsp40 yeast	BoNT A protease
COc1cc(OC)c2c(-c3cccc(-c4ccc(OC)c(OC)c4)c3)cc(=O)oc2c1	-8	-5	-7	nt	0	i	1.1	-0.7	0.0
Cc1ccc(C(=O)NCCCc2ccccc2)c(Cl)c1	3	5	-16	-1	0	-2.3	1.2	0.3	-0.1
O=[N+]([O-])c1ccc(N/N=C/c2ccc[nH]2)cc1	-10	-10	nt	-1	-18	-0.2	2.5	12	0.5
CN1CCC(N(CCc2ccccc2)C(=O)CCC(=O)O)CC1	-5	3	1	-2	5	-0.3	0.9	-1.0	1.1
CC(=O)Nc1c(C(=O)O)oc2ccc(Cl)cc12	-4	0	-1	-1	-8	-0.3	nt	-0.8	0.4
CC(=O)N1CCN(C(=O)c2cc(S(=O)(=O)N(C)Cc3ccccc3)ccc2Cl)CC1	10	nt	-7	nt	4	-0.5	-1.0	0.9	nt
Cc1ccc(S(=O)(=O)NCCC(=O)Nc2cc(S(=O)(=O)N(C)C)ccc2C)cc1C	11	-2	-3	1	11	-0.2	1.6	-0.8	1.3
CC1CN(C2CCN(C(=O)c3ccccc3Cl)CC2)CC(C)O1 (stereo unspecified)	9	-2	-2	1	5	i	nt	-0.8	0.5
COc1ccc(S(=O)(=O)N(C)CC(=O)NCc2ccco2)cc1Cl	3	-13	1	0	7	0.7	0.5	0.0	-47
O=C(NCC(F)(F)F)c1nn(Cc2ccccc2)c(=O)c2ccccc12	-5	4	-5	4	6	-5.6	-1.3	1.3	-3.1
CC1CC(O)C2C3(C)CCCC2(COC3=O)C12CCC1(CCOC1=O)O2 (stereo unspecified)	5	-5	nt	nt	2	-0.7	-0.1	nt	0.0
O=C(c1ccco1)N1CCN(S(=O)(=O)c2cc(Cl)ccc2Cl)CC1	7	1	-3	-3	3	-0.3	2.8	0.3	1.4
CC(=O)Nc1nnc(SCC(=O)NC2CCCC2)s1	8	7	-2	-2	3	0.0	0.2	0.3	-1.5
O=C(CN1c2ccccc2Sc2ccccc21)N/N=C/c1ccccc1	-4	-2	i	0	7	-0.5	-0.7	-0.9	0.0
CSCC[C@H](NC(=O)NCCc1ccc(F)cc1)C(=O)O	4	-4	3	4	4	i	nt	0.5	0.0

Screening results as filed in PubChem BioAssay.
